Mtb FBA inh – inhibitors of M. tuberculosis fructose-bisphosphate aldolase; AID 588726; inhibition, % at 1 µM; purified M. tuberculosis FBA, fluorescence read-out; actives 2.3% (n = 360,000); in the data active means inhibition above about 27%;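 further: 0% = vehicle and 100% = reference inhibitor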
Target sequence (P9WQA3 whole entry, looked up): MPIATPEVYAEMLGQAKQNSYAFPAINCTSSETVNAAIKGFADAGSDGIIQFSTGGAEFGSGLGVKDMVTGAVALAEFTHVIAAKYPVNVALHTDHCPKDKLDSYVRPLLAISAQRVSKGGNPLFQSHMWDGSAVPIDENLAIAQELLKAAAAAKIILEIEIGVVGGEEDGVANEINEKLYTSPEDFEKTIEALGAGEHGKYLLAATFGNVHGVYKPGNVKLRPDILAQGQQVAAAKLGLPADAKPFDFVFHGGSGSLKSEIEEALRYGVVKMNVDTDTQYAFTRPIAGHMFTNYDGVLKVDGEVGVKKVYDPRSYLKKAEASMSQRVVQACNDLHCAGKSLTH
GDH-TPI inh – inhibits GDH-TPI coupling enzymes, artifact for Mtb FBA screen; GDH-TPI coupled enzyme counterscreen, NADH absorbance; inhibition, % at 4.8 µM; actives 1.2% (n = 360,000); AID 588335;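 further: 0% = DMSO wells and 100% = wells lacking the enzyme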
DUSP3 inh – DUSP3 (human) phosphatase inhibition; P51452; recombinant VHR phosphatase, pNPP absorbance; inhibition, % at 13.3 µM; actives 0.52% (n = 290,000); in the data active means inhibition above about 50%; further: some compounds called inactive have numbers as strong as hits
Target sequence (P51452 whole entry, looked up): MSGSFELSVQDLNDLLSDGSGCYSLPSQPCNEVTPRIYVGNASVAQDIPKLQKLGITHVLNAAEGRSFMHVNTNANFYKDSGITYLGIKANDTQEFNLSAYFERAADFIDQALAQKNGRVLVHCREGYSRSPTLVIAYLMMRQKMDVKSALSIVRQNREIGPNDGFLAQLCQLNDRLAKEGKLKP
Mtb BioA inh – BioA (M. tuberculosis) enzyme inhibition | purified M. tuberculosis BioA enzyme, plate reader | inhibition, % at 9.99 µM | actives 0.096% (n = 360,000) | AID 602481; in the data active means inhibition above about 40%; inconclusive means no clear call, values can overlap the other calls
Rv3671c protease – inhibits the M. tuberculosis serine protease Rv3671c. inhibition, % at 5.96 µM. actives 0.048% (n = 320,000). P9WHR9; in the data active means inhibition above about 38%;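 further: extracellular domain of Rv3671c used as enzyme; 0% = enzyme with DMSO and 100% = no enzyme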
Target sequence (P9WHR9 whole entry, looked up, the tested form may be a part): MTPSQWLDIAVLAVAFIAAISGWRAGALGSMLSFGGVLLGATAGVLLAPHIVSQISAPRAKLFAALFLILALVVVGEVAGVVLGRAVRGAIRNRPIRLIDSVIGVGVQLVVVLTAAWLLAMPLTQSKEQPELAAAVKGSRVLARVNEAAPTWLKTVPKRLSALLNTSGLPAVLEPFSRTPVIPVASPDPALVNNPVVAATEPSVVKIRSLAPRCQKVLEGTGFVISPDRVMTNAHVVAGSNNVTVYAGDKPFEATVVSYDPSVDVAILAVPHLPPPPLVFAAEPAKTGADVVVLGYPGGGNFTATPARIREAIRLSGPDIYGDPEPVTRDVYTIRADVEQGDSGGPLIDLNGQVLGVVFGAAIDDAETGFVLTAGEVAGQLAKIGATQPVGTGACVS
CCHFV vOTU inh – CCHFV vOTU protease inhibition | Pep-AMC fluorescence | inhibition, % at 11.5 µM | actives 0.55% (n = 370,000) | AID 651958; further: 0% = vehicle wells with enzyme and 100% = no enzyme wells
BoNT-F LC inh – inhibitors of Botulinum neurotoxin F light chain protease; inhibition, % at 10 µM; actives 0.22% (n = 360,000); Multiplex microsphere protease cleavage assay, flow cytometry; in the data active means inhibition above about 35%, passing the limit was not always enough; inconclusive means no clear call, values can overlap the other calls; further: plate controls were buffer without enzyme for full effect and enzyme alone for no effect
UGM FP inh – blocks M. tuberculosis UGM enzyme. P9WIQ1. purified UGM, fluorescence polarization probe displacement. inhibition, % at 10 µM. actives 0.06% (n = 320,000); in the data active means inhibition above about 10%, passing the limit was not always enough; inconclusive means no clear call, values can overlap the other calls
FadD28 binding – inhibitors of Mycobacterium tuberculosis FadD28 bisubstrate binding. inhibition, % at 12.5 µM. actives 0.22% (n = 360,000). FadD28 bisubstrate probe binding, fluorescence polarization; in the data active means inhibition above about 8.5%, passing the limit was not always enough; inconclusive means no clear call, values can overlap the other calls
MazF activator – activators of E. coli MazEF toxin-antitoxin RNase; AID 504720; P0AE70; FAM/BHQ RNA-DNA oligo cleavage fluorescence, 5 h; actives 0.32% (n = 350,000); activation, % at 20 µM; in the data active means activation above about 50%
Target sequence (P0AE70 whole entry, looked up): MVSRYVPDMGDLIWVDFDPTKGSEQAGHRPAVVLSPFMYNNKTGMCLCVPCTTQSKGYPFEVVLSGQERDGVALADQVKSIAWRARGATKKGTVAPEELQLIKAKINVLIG
Active calls of the source: *; ? = inconclusive; · = not tested or not shown. Unless noted, no stated cut-off is given here; in the data, active means inhibition above about 30%; inactive means the rest.

#1 O=C(NNC(=O)c1ccc[nH]1)c1cccc(C(F)(F)F)c1
#2 Cc1ccc(CCNC(=O)C2CCCN(S(=O)(=O)c3cnc[nH]3)C2)cc1 (configuration not stated)
#3 C=C(C)C(=O)O[C@H]1C/C(C)=C\C(=O)/C=C(\C)[C@H](O)[C@@H]2OC(=O)C(=C)[C@@H]21
#4 Cn1c(SCc2ccccc2Cl)nc(C(F)(F)F)cc1=O
#5 COc1ccc2c3c(c(=O)oc2c1OCC(=O)C(C)(C)C)CCCC3
#6 CCCc1[nH]c(=O)c(C#N)c2c1CCCC2
#7 C/C(=C\C(=O)Nc1cscc1C)C(=O)O
#8 CCN1CCN(c2ccc(S(=O)(=O)N3CCCCC3)cc2NC(=O)/C=C/c2cccc(OC)c2OC)CC1

Assay by compound	1	2	3	4	5	6	7	8
Mtb FBA inh	5	0	1	2	63*	10	-2	-1
GDH-TPI inh	-7	-7	5	2	-1	30	2	11
DUSP3 inh	0	19	-8	10	0	17	-14	14
Mtb BioA inh	-1.9	0.5	-0.4	0.2	0.3	·	·	1.8
Rv3671c protease	4	0	-2	3	-1	7	-5	2
CCHFV vOTU inh	4	3	1	-5	1	0	-7	2
BoNT-F LC inh	-11	-5	-12	-3	-11	3	-1	-5
UGM FP inh	-5.4	0.2	0.3	1.5	-1.0	1.2	-4.6	-1.9
FadD28 binding	-1.7	-2.6	-0.6	-1.5	-5.0	0.5	-3.4	-5.9
MazF activator	8	12	5	3	7	-7	-1	-4

Molecules listed so far with an aryl methoxy group (2):
#5 COc1ccc2c3c(c(=O)oc2c1OCC(=O)C(C)(C)C)CCCC3
#8 CCN1CCN(c2ccc(S(=O)(=O)N3CCCCC3)cc2NC(=O)/C=C/c2cccc(OC)c2OC)CC1

Assay by compound	5	8
Mtb FBA inh	63*	-1
GDH-TPI inh	-1	11
DUSP3 inh	0	14
Mtb BioA inh	0.3	1.8
Rv3671c protease	-1	2
CCHFV vOTU inh	1	2
BoNT-F LC inh	-11	-5
UGM FP inh	-1.0	-1.9
FadD28 binding	-5.0	-5.9
MazF activator	7	-4

Additional structures:
#9 CN1CCN(C(=O)C2CCN(S(=O)(=O)c3cnc[nH]3)CC2)CC1
#10 C=CCN(CC=C)C(=O)C1c2ccccc2Oc2ccccc21
#11 O=S(=O)(c1ccc(F)cc1)N1CCN(Cc2nnc(-c3ccccc3)o2)CC1
#12 Cc1nccn1CCC(=O)Nc1ccc(Cl)cc1
#13 O=C(N/C(=C\c1ccco1)C(=O)N1CCCC1CO)c1ccccc1 (configuration not stated)
#14 Cc1cccc2c1CC(C)(C)N=C2C1=C(O)CC(C)(C)CC1=O
#15 O=C1c2ccccc2C(=O)N1c1n[nH]c(CCc2ccccc2)n1
#16 CCc1ccccc1NC(=S)N1CCC(NC(=O)c2ccc(OC)cc2)CC1

Assay by compound	9	10	11	12	13	14	15	16
Mtb FBA inh	0	-4	0	4	4	0	-1	-4
GDH-TPI inh	0	0	6	-18	8	2	-7	-4
DUSP3 inh	11	·	·	-17	-14	13	18	47
Mtb BioA inh	-1.3	1.3	-0.4	·	-3.6	·	-1.0	·
Rv3671c protease	7	·	7	-15	-1	1	4	2
CCHFV vOTU inh	7	15	1	15	14	14	-21	-21
BoNT-F LC inh	-18	3	·	-5	-2	-11	2	8
UGM FP inh	0.2	·	-2.4	-0.8	0.3	-5.6	0.7	0.7
FadD28 binding	-1.1	-3.7	-0.8	-0.9	0.1	-4.3	0.8	-3.0
MazF activator	7	-10	-1	6	0	7	-1	-1

#17 Cc1nc2sc3c(c2c(=N)n1N)CCCC3
#18 Cc1ccc(C)n1-c1ccc(N(C)C)cc1
#19 CN1OC[C@@H]2CN(C(=O)CCc3ccccc3)[C@H](c3cccc(-c4ccc(C#N)cc4)c3)C[C@@H]21
#20 C[C@]12C[C@H](O)[C@@H](O)C[C@@H]1CC[C@@H]1[C@@H]2CC[C@]2(C)C(=O)CC[C@@H]12
#21 CCC(C(=O)N1CCN(c2ccccc2OC)CC1)c1ccccc1 (configuration not stated)
#22 CCC(=O)N1CCC1(C)C(=O)Nc1ccc2nc(C)ccc2c1 (configuration not stated)
#23 COc1cc(C(=O)Oc2cccc(/C=N/NC(=O)c3cc(C)[nH]n3)c2)cc(OC)c1OC
#24 O=C(O)c1cccc(C(=O)c2cccc(C(=O)O)c2)c1

Assay by compound	17	18	19	20	21	22	23	24
Mtb FBA inh	1	-5	0	1	-1	3	0	-1
GDH-TPI inh	6	-8	-6	-2	3	-5	2	2
DUSP3 inh	17	8	·	·	-2	·	-1	14
Mtb BioA inh	·	·	1.1	0.0	0.3	-0.5	-0.4	-1.1
Rv3671c protease	2	-16	·	·	-2	·	-5	-8
CCHFV vOTU inh	-5	23	7	-7	-1	0	-1	-3
BoNT-F LC inh	-5	-51	-10	2	-8	10	-4	4
UGM FP inh	-1.5	-1.1	·	·	-0.2	·	0.5	0.0
FadD28 binding	0.6	-2.7	-4.0	-1.4	-1.2	-2.2	0.0	-4.8
MazF activator	8	4	-8	·	2	·	8	5

#25 O=C(CC1C(=O)NCCN1CC1CCCCC1)NCc1ccc(F)cc1F (configuration not stated)
#26 CC(=O)Nc1nnc(CSCc2ccc(F)cc2)s1
#27 CCCCCCn1c(O)c(/C=C2\C=NN=C2c2ccccc2)sc1=S
#28 O=C(Nc1cc([N+](=O)[O-])ccc1O)c1ccc2c(c1)C(=O)N(Cc1ccco1)C2=O
#29 Cc1ccc(-c2nn(C)c(=O)c3ccccc23)cc1CNS(C)(=O)=O
#30 CC(C)Oc1ccc(C(=O)CCN2CCCCC2)cc1
#31 Cc1ccccc1P(=O)(CO)c1ccccc1C
#32 Cc1ccc(N2CC(C(=O)Nc3ccncc3)CC2=O)cc1 (configuration not stated)

Assay by compound	25	26	27	28	29	30	31	32
Mtb FBA inh	2	-4	-5	-7	-3	0	1	0
GDH-TPI inh	-1	-15	3	15	2	2	3	2
DUSP3 inh	20	-14	0	-7	7	9	15	-5
Mtb BioA inh	·	-0.4	·	1.4	0.4	·	-2.5	-0.9
Rv3671c protease	14	-10	-28	13	-6	3	1	-5
CCHFV vOTU inh	0	-4	8	8	0	-5	9	-2
BoNT-F LC inh	-7	?	2	-6	-1	-7	1	1
UGM FP inh	-0.1	-0.5	·	-1.1	0.9	0.1	3.2	3.2
FadD28 binding	-0.9	-5.3	-4.5	12*	-2.1	-0.1	1.9	-2.6
MazF activator	-5	-2	1	-1	-11	4	4	2

#33 Cc1cc(=O)oc2c1c(C)nn2-c1cccc(Cl)c1
#34 CC(=O)Nc1c([N+](=O)[O-])cc2[nH]c(=O)[nH]c2c1[N+](=O)[O-]
#35 COc1ccc(-c2nn(-c3ccccc3)cc2CNC[C@H]2O[C@@H](n3cnc4c(=O)[nH]c(N)nc43)[C@H](O)[C@@H]2O)cc1
#36 CCN(CC)S(=O)(=O)c1cccc(-c2nnc(SCC(=O)c3cc(C)n(C4CC4)c3C)o2)c1
#37 CCOC(=O)N1CCC(NC(=O)C(NS(=O)(=O)c2cccc3nsnc23)c2ccccc2)CC1 (configuration not stated)
#38 C[C@H](NS(=O)(=O)c1ccc(Cl)c(Cl)c1)C(=O)OCc1cc(=O)n2cc(Br)ccc2n1
#39 CC(Sc1ccsc1[N+](=O)[O-])C(=O)NCc1ccccc1 (configuration not stated)
#40 Cn1ccnc1-c1nnn(-c2ccc(Cl)c(Cl)c2)n1

Assay by compound	33	34	35	36	37	38	39	40
Mtb FBA inh	-2	-2	3	-1	-7	3	·	3
GDH-TPI inh	8	12	·	5	2	17	·	7
DUSP3 inh	10	6	·	0	16	17	16	·
Mtb BioA inh	·	·	-0.3	-1.3	·	·	·	-0.7
Rv3671c protease	3	-2	·	-7	-4	-7	13	3
CCHFV vOTU inh	-3	25	10	2	-4	2	-5	3
BoNT-F LC inh	1	-5	-10	3	1	2	·	-1
UGM FP inh	1.0	-0.2	·	1.1	5.2	0.7	2.5	-0.9
FadD28 binding	1.4	-1.1	-0.2	1.9	-3.6	-3.1	·	1.1
MazF activator	-24	0	·	-5	6	10	·	7

Next section; it opens with the 2 that closed the last part.
#39 CC(Sc1ccsc1[N+](=O)[O-])C(=O)NCc1ccccc1 (configuration not stated)
#40 Cn1ccnc1-c1nnn(-c2ccc(Cl)c(Cl)c2)n1
#41 O=C(NCCCO)c1ccc2[nH]c3c(c2c1)CCCC3
#42 CC(C)c1ccc(/C=c2\sc3n(c2=O)C(N)=C(C#N)C(c2ccc(C(C)C)cc2)C=3C(N)=O)cc1 (configuration not stated)
#43 O=C(CCn1c(=O)c2cccn2c2cccnc21)N1CCN(c2cccc(Cl)c2)CC1
#44 Cc1nc(NC(=O)C2CCCCC2C(=O)O)sc1C (configuration not stated)
#45 Cc1ccc(S(=O)(=O)N2CCN(C(=O)COC(=O)c3cncc(Br)c3)CC2)c(C)c1
#46 Cc1ccc(-c2cc(C(=O)Nc3ccc(S(=O)(=O)Nc4onc(C)c4C)cc3)c3ccccc3n2)cc1
#47 CN(Cc1nc2ccccc2c(=O)[nH]1)c1ccccc1
#48 CC(C)c1cc(NC(=O)CSc2nnc(-c3ccccc3F)n2C)on1

Assay by compound	39	40	41	42	43	44	45	46	47	48
Mtb FBA inh	·	3	3	1	2	-3	2	-2	-1	2
GDH-TPI inh	·	7	5	11	2	1	-1	3	-3	-2
DUSP3 inh	16	·	35	·	27	21	·	54*	12	28
Mtb BioA inh	·	-0.7	·	-0.5	11	-1.7	·	·	1.2	0.5
Rv3671c protease	13	3	1	·	-6	-1	3	5	2	2
CCHFV vOTU inh	-5	3	-1	-9	·	-1	-16	22	-17	-8
BoNT-F LC inh	·	-1	-8	0	7	2	-11	0	-11	-9
UGM FP inh	2.5	-0.9	-1.0	·	0.8	-1.8	-1.0	0.2	1.2	-0.3
FadD28 binding	·	1.1	0.1	-2.9	-7.0	-0.2	0.2	-0.8	-3.4	0.2
MazF activator	·	7	6	-6	-3	1	-1	1	0	-3

#49 Cc1nc2ccc(S(=O)(=O)NC(C(=O)NC3CCCC3)C(C)C)cc2s1 (configuration not stated)
#50 COCCNC(=S)N(CCc1c(C)[nH]c2ccc(C)cc12)Cc1cc(OC)c(OC)c(OC)c1
#51 Cc1cc[n+](Cc2ccccc2)cc1
#52 O=C(Nc1cccc(-c2csc(Nc3cccc(C(F)(F)F)c3)n2)c1)c1ccccc1
#53 O=C(C1CCN(S(=O)(=O)c2cccs2)CC1)N1CCN(c2ccccc2)CC1
#54 Cc1cc(C)n(Cc2ccc(C(=O)Nc3cccc(Br)c3)o2)n1
#55 Cc1cccc(Cc2nnc(CCC(=O)N3CCCC(CN4CCOCC4)C3)o2)c1 (configuration not stated)
#56 COC(=O)c1c(NC(=O)c2cccs2)sc2c1CCCC2
#57 CC(C)(C)c1nc(NCC2CCCO2)c2nnn(Cc3ccccc3)c2n1 (configuration not stated)

Assay by compound	49	50	51	52	53	54	55	56	57
Mtb FBA inh	-2	2	2	4	-1	2	0	3	4
GDH-TPI inh	3	-10	5	7	1	6	-1	19	5
DUSP3 inh	-4	11	·	7	19	-14	6	-15	14
Mtb BioA inh	-1.5	-0.8	-0.4	-2.8	-5.3	-0.5	-0.6	0.7	-1.0
Rv3671c protease	-1	1	-15	-34	14	-15	-1	3	1
CCHFV vOTU inh	-3	8	7	27	-4	11	11	1	2
BoNT-F LC inh	-5	4	-5	11	-2	-8	-3	-7	-13
UGM FP inh	1.0	2.4	1.4	3.2	0.3	-0.5	-1.3	1.1	2.2
FadD28 binding	-2.3	1.3	0.5	-0.5	-0.4	-7.1	-4.4	-2.5	-0.6
MazF activator	-13	9	2	-3	-5	6	4	-8	6

Some of these compounds in order of molar mass, smallest number first:
#57 CC(C)(C)c1nc(NCC2CCCO2)c2nnn(Cc3ccccc3)c2n1 (configuration not stated)
#55 Cc1cccc(Cc2nnc(CCC(=O)N3CCCC(CN4CCOCC4)C3)o2)c1 (configuration not stated)
#53 O=C(C1CCN(S(=O)(=O)c2cccs2)CC1)N1CCN(c2ccccc2)CC1

Assay by compound	57	55	53
Mtb FBA inh	4	0	-1
GDH-TPI inh	5	-1	1
DUSP3 inh	14	6	19
Mtb BioA inh	-1.0	-0.6	-5.3
Rv3671c protease	1	-1	14
CCHFV vOTU inh	2	11	-4
BoNT-F LC inh	-13	-3	-2
UGM FP inh	2.2	-1.3	0.3
FadD28 binding	-0.6	-4.4	-0.4
MazF activator	6	4	-5

Source: PubChem

The order is random. About 4.9% of those tested had a hit in this group.
